Compound activity from PubChem BioAssay.
M4 ag – human M4 muscarinic receptor agonists, primary screen, CHO-K1 cells, Fluo-8 calcium fluorescence; activation, % at 3 µM; AID 624127, 2012; 0.14% of 360,000 active; CHO-K1 hM4/Gqi5; vehicle 0%, full acetylcholine response 100%;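 active means activation above the run mean over all test wells plus 3 SD, cut at about 32% in these data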;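 further: peak over basal fluorescence ratio per well then scaled between controls; 0% = DMSO wells and 100% = acetylcholine at EC100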
Target sequence (P08173 whole entry, looked up): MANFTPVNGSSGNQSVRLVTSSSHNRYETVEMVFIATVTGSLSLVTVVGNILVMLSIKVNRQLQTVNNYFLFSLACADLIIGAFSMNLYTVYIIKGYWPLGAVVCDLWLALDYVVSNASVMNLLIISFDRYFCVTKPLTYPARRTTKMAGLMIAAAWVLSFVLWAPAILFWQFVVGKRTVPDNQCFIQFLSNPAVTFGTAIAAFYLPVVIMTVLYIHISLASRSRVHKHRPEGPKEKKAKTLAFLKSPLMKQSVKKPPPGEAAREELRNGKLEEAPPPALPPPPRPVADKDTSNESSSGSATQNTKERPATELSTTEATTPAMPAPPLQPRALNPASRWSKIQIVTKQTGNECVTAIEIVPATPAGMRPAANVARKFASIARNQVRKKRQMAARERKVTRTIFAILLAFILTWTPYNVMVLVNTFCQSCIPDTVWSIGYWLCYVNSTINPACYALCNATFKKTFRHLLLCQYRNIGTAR
M5 ag – human M5 muscarinic receptor agonists, primary screen, CHO-K1 cells, Fluo-8 calcium fluorescence | CHO-K1 hM5 cells; 0% DMSO wells, 100% maximal acetylcholine response | activation, % at 3 µM | Muscarinic acetylcholine receptor M5 (Homo sapiens), P08912 | AID 624037, 2012 | 0.19% of 360,000 active;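 active means activation above the run's mean over test compounds plus 3 SD, cut at about 23% in these data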;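 further: signal is peak over basal fluorescence ratio across the kinetic read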
CHRM4 PAM – human M4 muscarinic receptor positive allosteric modulators, primary screen, CHO-K1 cells, Fluo-8 calcium fluorescence. 0.4% of 360,000 active. activation, % at 3 µM. Muscarinic acetylcholine receptor M4 (Homo sapiens), P08173. CHO-K1 hM4/Gqi5, ACh EC20; 0% = ACh EC20, 100% = maximal ACh. AID 624126, 2012;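 active means activation above its plate's cutoff, the mean activation of sample wells plus 3 SD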; further: some results filed as inactive read as strong as hits
CRFBP-R2 agonist – agonists of CRF-BP/CRF-R2 complex, primary screen, cell-based, HEK293, calcium dye fluorescence, uHTS; AID 588473, 2011; 0.46% of 350,000 active; calcium dye fluorescence (FLIPR); percent of saturating CRF peptide response; activation, % at 13.2 µM;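 active means activation of at least 50%, plus an integration ratio under a set limit after plate pattern correction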;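 further: plate controls were neutral control wells without compound for no effect and CRF at EC100 for full effect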
CRFBP-R2 block – antagonists of CRF-BP/CRF-R2 complex, primary screen, cell-based, HEK293, calcium dye fluorescence, uHTS; CRF-induced calcium fluorescence; inhibition, % at 11.8 µM; 0.59% of 350,000 active; AID 588475, 2011;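 active means inhibition of the ligand-induced calcium signal above about 50% at the single tested concentration, limit read from the data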
M4 antag – human M4 muscarinic receptor antagonists, primary screen, CHO cells, Fluo-8 calcium fluorescence | Muscarinic acetylcholine receptor M4 (Homo sapiens), P08173 | CHO-hM4 cells, ACh EC80 | inhibition, % at 3 µM | 0.73% of 360,000 active | AID 624125, 2012;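 active means inhibition above its plate's cutoff, the mean inhibition of sample wells plus 3 SD, cut at about 27% in these data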;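 further: 0% = acetylcholine EC80 with DMSO and 100% = DMSO without agonist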
M5 PAM – human M5 muscarinic receptor positive allosteric modulators, primary screen, CHO-K1 cells, Fluo-8 calcium fluorescence. CHO-K1 hM5, ACh EC20 PAM; 0% = ACh EC20, 100% = ACh EC100. activation, % at 3 µM. 0.3% of 360,000 active;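 active means activation above the run cutoff, the mean activation of all test compounds plus 3 SD, cut at about 18% in these data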
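Assay system – human M5 receptor in CHO-K1 cells · Read-out – % activation, ACh-normalized · Technique – Fluo-8 calcium fluorescence · Dosing – single-point, 3 µM nominal · Incubation – Fluo-8 loading 80 min at 37 °C plus 30 min room temperature · Repeats – singlicate, one well per test compound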
M5 antag – human M5 muscarinic receptor antagonists, primary screen, CHO cells, Fluo-8 calcium fluorescence; 0.59% of 360,000 active; CHO-hM5 cells, ACh EC80; Muscarinic acetylcholine receptor M5 (Homo sapiens), P08912; inhibition, % at 3 µM;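 active means inhibition above a per-plate cutoff, the mean of that plate's test compounds plus 3 SD, cut at about 27% in these data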;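 further: 0% = acetylcholine EC80 with DMSO and 100% = DMSO without agonist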
CHRM1 PAM – human M1 muscarinic receptor positive allosteric modulators, primary screen, CHO-K1 cells, Fluo-8 calcium fluorescence, 1536-well; 0.088% of 360,000 active; CHO-K1 hM1, ACh EC20; 0% = ACh EC20, 100% = maximal ACh; activation, % at 3 µM; Muscarinic acetylcholine receptor M1 (Homo sapiens), P11229; in the data active means activation above about 19%, passing the limit was not always enough
Target sequence (P11229 whole entry, looked up): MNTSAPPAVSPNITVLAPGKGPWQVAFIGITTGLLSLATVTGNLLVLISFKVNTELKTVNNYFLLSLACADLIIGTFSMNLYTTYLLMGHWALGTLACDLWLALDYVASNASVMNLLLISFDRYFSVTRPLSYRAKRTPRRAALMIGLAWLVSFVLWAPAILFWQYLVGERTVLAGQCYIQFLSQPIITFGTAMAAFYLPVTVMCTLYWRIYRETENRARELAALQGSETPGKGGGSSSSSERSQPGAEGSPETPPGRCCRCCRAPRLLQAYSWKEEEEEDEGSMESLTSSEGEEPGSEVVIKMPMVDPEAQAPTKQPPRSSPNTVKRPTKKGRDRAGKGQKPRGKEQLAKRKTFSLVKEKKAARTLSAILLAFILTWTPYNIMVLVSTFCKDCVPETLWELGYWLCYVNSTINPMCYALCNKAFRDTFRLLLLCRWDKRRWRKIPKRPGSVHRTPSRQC
Active calls of the source: *; / = not tested or not shown.

SMILES	M4 ag	M5 ag	CHRM4 PAM	CRFBP-R2 agonist	CRFBP-R2 block	M4 antag	M5 PAM	M5 antag	CHRM1 PAM
COC(=O)c1ccc(N)c(N=CC2=C(O)CC(C)(C)CC2=O)c1	14	3	-19	17	-33	19	-12	8	3
CCC(C(=O)OCC(=O)N(C)c1c(N)n(Cc2ccccc2)c(=O)[nH]c1=O)c1ccccc1 (configuration not stated)	0	-1	-10	-0.9	3	-5	-2	1	7
CC(=O)N1CC=CC1(CC(C)C)C(=O)NCc1cc(F)cc(C(F)(F)F)c1 (configuration not stated)	1	-1	9	-0.3	3	2	4	8	6
COc1cccc(/C=N/Nc2ccc(Cl)nn2)c1OC	3	1	-3	-0.6	3	-1	-3	4	-2
CCN(CC)CCCNc1nc(N)c([N+](=O)[O-])c(NCCO)n1	2	0	-3	0.3	-5	-2	6	5	3
O=C(Nc1cccnc1)c1cnn2cccnc12	2	3	-5	-1.3	13	5	2	1	-3
CCCCOc1ccc(S(=O)(=O)Nc2cc(OC)ccc2OC)cc1	3	1	-12	0.7	6	13	-5	7	-8
Cc1nn(CCCC(=O)NCc2ccco2)c(=O)c2nn(-c3ccccc3)c(C)c12	0	-6	-1	0.4	7	-6	-5	15	3
CCCc1cc(=O)[nH]c(SCC(=O)Nc2cc(S(=O)(=O)N3CCOCC3)ccc2Cl)n1	0	1	0	0.5	1	4	6	8	8
C=CCSC1=C(C#N)C(c2ccccc2)CC(=O)N1 (configuration not stated)	0	-4	3	-1.2	-3	-1	-3	1	4
CCOC(=O)CNC(=O)C12CC3CC(C1)CC(c1ccc(C)cc1)(C3)C2	-1	-3	-1	-0.2	0	-2	3	-6	1
COc1ccc(-c2oc(=O)n(C)c2-c2ccc(OC)cc2)cc1	-1	-7	-2	0.9	13	-11	-3	-2	11
CC(=O)Nc1ccc(NS(=O)(=O)c2ccc3c(c2)n(C)c(=O)n3C)cc1	1	7	4	2.1	-1	-14	18	-24	4
CC1CCCC(C)N1C(=O)COC(=O)c1cc(F)c(F)cc1Cl (configuration not stated)	0	-8	-6	-0.5	-2	8	-4	2	-9
OCC1(Cc2ccc(Cl)cc2)CCN(CCCc2ccccc2)CC1	6	-5	-17	15	-120	15	-2	12	-22
COc1ccc(N(CC(=O)N2CCc3ccccc3C2)S(=O)(=O)c2c(C)[nH]c(=O)[nH]c2=O)cc1	0	0	3	1.7	9	-5	-3	5	9
Cc1cccc(-n2ncc3c2CCCC3NC(=O)c2cccs2)c1C (configuration not stated)	10	6	-9	-1.5	3	-4	-12	11	-15
COc1ccc(N2CCN(C(=O)CC3NC4CCCCC4NC3=O)CC2)cc1 (configuration not stated)	0	-2	7	-1.0	1	6	-3	4	12
CCOC(=O)N1C2=NC(C(=O)OC)=C(C(=O)OC)[C@@H]3N(C)c4ccccc4[C@]23C[C@H]1C(=O)OC	0	6	-1	2.2	0	-4	-7	14	1
Cc1cccc(OCCOC(=O)C2CCN(S(=O)(=O)c3ccc(C)c(C)c3)CC2)c1	4	-2	1	4.0	7	-3	-3	12	5
Cc1ccc(Cn2c(C)nc3ccc([N+](=O)[O-])cc3c2=O)cc1	5	-2	1	1.8	30	0	-8	7	-5
COc1c([N+](=O)[O-])cc(C(=O)NNC(=O)c2ccc(C)cc2)cc1[N+](=O)[O-]	0	6	-5	1.0	-6	5	1	-4	4
COc1ccc(-c2[nH]n(-c3ccc([N+](=O)[O-])cc3)c(=O)c2C=NCc2ccncc2)cc1	1	-2	-1	4.0	21	-1	-5	-7	6
O=C(Nc1cccc(Cl)c1)c1ccc2sc([C@H]3C[C@H](O)[C@@H](CO)O3)nc2c1	3	3	4	/	/	-11	-2	5	12
O=C(CNC(=O)Cc1ccc(Cl)cc1)NCc1ccco1	0	0	-3	-6.1	-5	-2	1	6	10
CC1=C(C(=O)OCc2ccccc2)C(c2cccc3ccccc23)NC(=O)N1CCCC(=O)O (configuration not stated)	1	7	-1	-1.6	8	5	-5	0	-11
O=C(O)C1Cn2c(nc3c(c2=O)C2(CCCC2)Cc2ccccc2-3)S1 (configuration not stated)	0	0	0	4.2	-6	-10	-2	5	3
Cn1cc(Br)c(C(=O)N/N=C/c2cc3ccccc3nc2Cl)n1	2	-3	11	-0.1	6	-19	-1	4	-1
Cc1ccc(N2CC(C(=O)N3CCOCC3)CC2=O)cc1Cl (configuration not stated)	1	-2	3	-0.7	9	-5	0	7	10
COc1ccccc1C(=O)Nc1ccc(N2CCCCC2)cc1	1	-4	-7	-3.8	20	0	0	9	4

Compound profiles, as listed above.
Results for `O=C(CNC(=O)Cc1ccc(Cl)cc1)NCc1ccco1` → M4 ag: 0; M5 ag: 0; CHRM4 PAM: -3; CRFBP-R2 agonist: -6.1; CRFBP-R2 block: -5; M4 antag: -2; M5 PAM: 1; M5 antag: 6; CHRM1 PAM: 10
Results for `COc1c([N+](=O)[O-])cc(C(=O)NNC(=O)c2ccc(C)cc2)cc1[N+](=O)[O-]` → M4 ag: 0; M5 ag: 6; CHRM4 PAM: -5; CRFBP-R2 agonist: 1.0; CRFBP-R2 block: -6; M4 antag: 5; M5 PAM: 1; M5 antag: -4; CHRM1 PAM: 4
Results for `COc1ccccc1C(=O)Nc1ccc(N2CCCCC2)cc1` → M4 ag: 1; M5 ag: -4; CHRM4 PAM: -7; CRFBP-R2 agonist: -3.8; CRFBP-R2 block: 20; M4 antag: 0; M5 PAM: 0; M5 antag: 9; CHRM1 PAM: 4

Continued:
SMILES	M4 ag	M5 ag	CHRM4 PAM	CRFBP-R2 agonist	CRFBP-R2 block	M4 antag	M5 PAM	M5 antag	CHRM1 PAM
COc1ccc(OC)c(NC(=O)COc2ccc(S(=O)(=O)N3CCCC3)cc2)c1	4	-4	-5	1.1	-3	5	1	5	1
CC(C)[C@@H](C(=O)NCC1CCCO1)N1C(=O)N2CCc3c([nH]c4ccccc34)[C@@]2(C)C1=O (some centres not stated)	1	2	6	0.8	-9	-6	-1	-1	3
CC(=O)N(c1ccccc1)c1nnc(-c2cnc(C)cn2)s1	2	5	3	0.2	4	2	0	7	2
O=C(c1cc([N+](=O)[O-])[nH]n1)N1CCSCC1	20	5	-5	-0.2	-3	8	-12	15	-6
COCCNC(=O)C(c1ccc(F)cc1)N(Cc1ccco1)C(=O)CCC(=O)Nc1ccccn1 (configuration not stated)	1	-2	-10	0.1	-9	5	-2	8	3
CC(C)(O)C(=O)NNC(=S)NCc1ccco1	1	-2	-1	-0.7	4	-2	2	1	-8
CC1CCCN(C(=O)c2ccc3nc[nH]c3c2)C1 (configuration not stated)	0	-1	4	0.1	-10	2	5	-2	8
CCN(CC)Cc1oc(CO)cc(=O)c1O	0	0	10	-0.9	7	-18	-1	-14	-10
CCOC(=O)c1c(C)nc2sc(C(=O)Nc3ccccc3)c(N)c2c1-c1ccc(OC)cc1	3	-2	3	2.4	3	-3	-7	5	4
C#CCN1C(=O)S/C(=C\c2cc3c(cc2OC)OCO3)C1=O	0	1	0	1.9	-11	4	0	2	1
NS(=O)(=O)c1ccc(CCNC(=O)COC(=O)C2CCN(c3ccc(C(F)(F)F)cn3)CC2)cc1	8	0	3	-0.2	-17	-20	-7	12	1
Cc1ccc(NC(=O)c2ccc(S(=O)(=O)NCc3ccco3)cc2)cc1	1	-3	-9	-1.8	-12	-8	6	-2	12
O=C(NC1CC1)c1cc2c(s1)CS(=O)(=O)C2	0	-3	6	0.7	12	-7	3	1	2
Cc1onc(-c2c(Cl)cccc2Cl)c1C(=O)NC(=S)N1CCOCC1	0	-4	-6	-0.6	6	9	1	-3	3
COCC(=O)Nc1ccc2nc3n(c(=O)c2c1)CCCCC3	1	2	-5	-1.2	1	3	-1	8	8
CN(C)CCN(Cc1ccccc1)C(=O)c1[nH]c(C(F)(F)F)nc1-c1ccccc1	1	-2	-1	/	/	0	-4	6	-1
OCCN(CCO)CC(O)COc1ccc(C23CC4CC(CC(C4)C2)C3)cc1 (configuration not stated)	8	7	3	0.5	-18	13	8	-4	11
Cc1cc(NC(=S)N(CCN2CCOCC2)Cc2ccccc2F)ccc1Cl	1	-1	3	3.4	-7	6	3	2	4
Cc1ccc(S(=O)(=O)NCCN2CCOCC2)c(C)c1C	0	1	0	14	-77	-22	-1	-18	8
Cc1c(C(=O)O)sc2ncn(C)c(=O)c12	0	-7	3	0.0	11	5	1	7	7
Cc1ccc(S(=O)(=O)NCCC(=O)OCC(=O)N2CCCC2=O)cc1	0	3	-1	0.3	9	6	1	-1	-7
O=C(Nc1cccnc1)c1c(O)c2cccc3c2n(c1=O)CC3	1	-1	14	-1.5	-3	15	5	1	12
O=C(NC1CCCCC1)c1cc(-c2ccco2)on1	0	0	0	-4.5	2	4	2	-4	6
COc1ccccc1N(C(=O)Cn1nnc(-c2ccc(C)o2)n1)C(C(=O)NC1CCCC1)c1ccncc1 (configuration not stated)	1	-4	-5	-0.1	23	-2	-3	13	10
O=c1c(-c2ccc(O)cc2O)coc2cc(O)cc(O)c12	1	0	11	-1.3	-3	-21	6	-4	2
CC(C)Cc1nc2sc3c(=O)n(N)cnc3c2c2c1COC(C)(C)C2	0	1	3	-1.2	0	-1	-1	1	2
Cc1c(C(=O)NNc2c(Cl)cccc2Cl)n(C)oc1=O	1	8	9	-2.5	24	8	11	-17	1
COc1ccc(OC)c(NC(=O)c2ccc(CSc3nnc(C)s3)cc2)c1	1	-1	-4	-1.6	-23	-1	-4	1	9
O=C(Nc1ccccc1)C1=C[C@H](C2CCCCC2)C[C@H](OCc2ccc(CO)cc2)O1	0	1	-1	1.8	-11	5	-2	13	-3
CCc1nc(SCC(=O)c2ccccc2)c2c(=O)n(C)c(=O)n(C)c2n1	6	-2	-4	1.0	1	3	-3	0	0
Cc1cc(=O)[nH]c2c1cnn2C(C)c1ccccc1 (configuration not stated)	0	-3	1	6.1	2	3	4	1	-1
Cc1cc(NC(=O)CSc2cn(CCNC(=O)c3ccccc3)c3ccccc23)no1	12	4	-7	-7.7	-4	6	-8	0	-8
COc1cc(/C=C/[N+](=O)[O-])ccc1OC(=O)c1cc2ccccc2oc1=O	4	4	-6	2.6	-27	14	4	9	20
Cc1cccc(-n2nnnc2SCn2nnc3ccccc3c2=O)c1	4	0	-4	-1.9	-2	6	-5	10	-8
CCN(c1ccc(OC)cc1)S(=O)(=O)c1nnc(NC(=O)COc2ccc(C)cc2)s1	1	-4	9	-0.5	4	-1	-6	19	17
Cc1ccc(/C(COc2ccccc2O)=N\O)cc1	1	-5	-11	-0.6	14	-4	-8	2	-13
Cc1cc(C)cc(N2CN=C3SCC(=O)N3C2)c1	0	1	3	-1.6	38	-1	3	5	4
c1ccc(-n2nnnc2-n2ccnc2)cc1	0	-1	-5	-2.4	7	14	-1	-2	-5

The order is random, and some 2.6% of all compounds hit somewhere here.
